DENV2 CPE rescue: inhibitors of DENV2 cytopathic effect, primary screen, cell-based, plate reader, single concentration; DENV2-infected cells, cytopathic effect rescue; CPE inhibition, % at 9.99 µM; 1.7% of 350,000 active; in the data active = CPE inhibition above about 20%, passing the limit was not always enough; inconclusive = no clear call, values can overlap the other calls; tested in BHK-21 cells;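 also: 0% = median of neutral control wells and 100% = median of positive control wells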
ERAP1 inh: human ERAP1 aminopeptidase inhibitors, primary screen, biochemical, single point, plate reader; inhibition, % at 10.7 µM; 0.15% of 340,000 active; Endoplasmic reticulum aminopeptidase 1 (Homo sapiens), Q9NZ08; AID 652197, 2013; recombinant ERAP1, Leu-AMC fluorescence, 60 min;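 active = mean replicate inhibition of at least 30%, or all replicates individually reaching that 30% level; inactive = mean below 30% and not every replicate reaching it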;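 also: 0% = neutral control wells and 100% = L-leucinethiol positive control wells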
Target sequence (Q9NZ08 whole entry, looked up): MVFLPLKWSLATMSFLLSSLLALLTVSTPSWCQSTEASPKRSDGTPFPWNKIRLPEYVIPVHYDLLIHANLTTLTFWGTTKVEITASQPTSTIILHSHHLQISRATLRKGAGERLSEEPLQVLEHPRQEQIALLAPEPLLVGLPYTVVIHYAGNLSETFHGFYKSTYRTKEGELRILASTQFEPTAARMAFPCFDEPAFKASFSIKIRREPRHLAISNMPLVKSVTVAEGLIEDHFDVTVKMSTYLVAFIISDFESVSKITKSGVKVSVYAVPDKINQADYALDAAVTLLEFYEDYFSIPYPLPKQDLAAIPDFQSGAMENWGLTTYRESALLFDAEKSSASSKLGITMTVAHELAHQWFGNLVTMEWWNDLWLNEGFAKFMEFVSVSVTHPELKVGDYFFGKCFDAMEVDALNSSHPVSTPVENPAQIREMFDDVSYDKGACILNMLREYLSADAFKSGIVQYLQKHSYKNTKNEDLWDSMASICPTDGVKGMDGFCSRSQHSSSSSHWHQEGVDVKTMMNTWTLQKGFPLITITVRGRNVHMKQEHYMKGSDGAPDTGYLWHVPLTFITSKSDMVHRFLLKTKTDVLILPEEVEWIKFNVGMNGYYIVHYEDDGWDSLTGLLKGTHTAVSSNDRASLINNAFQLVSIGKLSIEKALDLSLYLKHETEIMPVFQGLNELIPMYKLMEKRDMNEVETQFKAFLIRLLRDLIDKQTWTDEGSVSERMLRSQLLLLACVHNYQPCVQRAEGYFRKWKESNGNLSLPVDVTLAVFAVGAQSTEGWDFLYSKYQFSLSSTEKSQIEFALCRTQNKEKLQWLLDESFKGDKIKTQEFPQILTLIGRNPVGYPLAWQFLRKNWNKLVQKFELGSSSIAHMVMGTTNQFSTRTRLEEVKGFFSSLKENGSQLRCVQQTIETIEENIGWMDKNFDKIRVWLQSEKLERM
SIRT5 block: SIRT5 desuccinylase inhibitors, primary screen, biochemical, fluorescence imaging, single point, set 5 | NAD-dependent protein deacylase sirtuin-5, mitochondrial (Homo sapiens), Q9NXA8 | Purified SirT5, succinyl-peptide AMC, trypsin-coupled fluorescence | inhibition, % at 15 µM | 1.1% of 330,000 active; in the data active = inhibition above about 15%; inconclusive = no clear call, values can overlap the other calls
miR-122 sensor: miR-122 Renilla sensor signal increase in Huh7, primary screen, miR-122 inhibitor project, cell-based, single point, plate reader. activation (reporter increase), % at 12.5 µM. Huh7 miR-122 Renilla luciferase sensor, 48 h; neutral wells = 0, positive control = 100. 0.3% of 340,000 active;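 active = mean replicate activation score at least 90 and every replicate individually at or above 90; inconclusive = only one of the two criteria met; inactive = neither criterion met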;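 also: higher luciferase means less miR-122 activity so hits act as miR-122 inhibitors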
F508del corr: F508del CFTR correction, initial screen, CFBE line, single point | CFBE cells, YFP halide quenching; stimulated with forskolin plus potentiator P3; % fluorescence drop versus neutral controls | activity (quench increase), % at 7.58 µM | 0.36% of 350,000 active | AID 720511, 2013;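 active = mean added fluorescence quench of at least 8% versus neutral control, with both replicates also reaching 8%; inconclusive = only one of the mean or replicate conditions met; inactive = mean below 8% and not both replicates reaching 8%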;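 also: cells transiently co-express mutant CFTR-F508del with the halide-sensitive YFP; corrector assay measuring rescue of mutant channel to the surface after 24 h compound exposure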
ERp5 inh: inhibitors of ERp5-driven insulin aggregation, primary screen, biochemical, turbidity, absorbance 650 nm, single point; 0.05% of 350,000 active; 90 min; Protein disulfide-isomerase A6 (Homo sapiens), Q15084; AID 651711, 2012; inhibition, % at 9.99 µM;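 active = mean replicate inhibition above about 25%, with every replicate also reaching it, limit read from the data, passing the limit was not always enough; inconclusive = only one of those two criteria met; inactive = neither criterion met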
Casp6 inh: human caspase-6 inhibitors, primary screen, biochemical, VEID-R110 fluorescence, single point, set 2; P55212; purified caspase-6, Z-VEID-R110 cleavage fluorescence; inhibition, % at 12.5 µM; 0.53% of 350,000 active; AID 686996, 2013;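 active = mean inhibition across replicates at least about 35%, with every replicate also reaching that limit, limit read from the data; inconclusive = only one of the two criteria met; inactive = neither criterion met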;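 also: 0% = median of neutral control wells and 100% = no fluorescence left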
Numbers without * were called inactive; ? = inconclusive; nt = no result given; [ ] = dose if it differs, or a comment.

SMILES	DENV2 CPE rescue	ERAP1 inh	SIRT5 block	miR-122 sensor	F508del corr	ERp5 inh	Casp6 inh
CCOc1ccccc1OCCCC(=O)Nc1nc2ccccc2[nH]1	-2	0	-5	-1	3.0	10	-5
COc1ccc(/C=N/n2c(-c3n[nH]c4c3CCC4)n[nH]c2=S)cc1	6	0	-3	nt	-1.4	5	3
O=C(Nc1ccccc1)C1=C[C@H](c2ccc3c(c2)OCO3)C[C@H](OCCCCO)O1	-5	3	-1	2	0.4	3	-3
O=C1CC[C@@H](CN(Cc2ccccc2)Cc2cn[nH]c2-c2cc3ccccc3o2)N1	-5	-3	-4	nt	-2.4	4	3
CCOc1ccc(CCNC(=O)c2ccc3ccccc3n2)cc1OCC	-8	3	1	-3	-1.3	-1	-3
C[C@@H](CN1C2=NC[C@H](Cc3ccccc3)N2C[C@H]1Cc1ccc(O)cc1)NC(=O)CCC1CCCCC1	41*	0	0	nt	1.3	4	3
COc1ccccc1S(=O)(=O)N[C@H]1CC[C@@H](CCNC(=O)C2CCOCC2)O[C@H]1CO	1	-1	0	nt	-2.1	3	0
COc1ccccc1-n1c(SCc2cc(=O)oc3cc(O)ccc23)nc2ccccc2c1=O	-1	-5	nt	nt	2.3	3	1
CCCOc1ccc(C(=O)NNC(=S)NC(=O)c2ccco2)cc1	-6	2	0	nt	4.4	-2	1
O=C1[C@H]2[C@@H](/C=C/c3ccccc3)N3C(=O)CN(CCO)C(=O)[C@@]3(Cc3ccccc3)[C@H]2C(=O)N1c1ccccc1	56*	nt	nt	-4	1.4	-1	-2
Cc1ccc(N(CC(=O)Nc2ccccc2-c2ccccc2)S(=O)(=O)c2ccccc2)c(C)c1	-4	9	0	nt	0.8	-3	3
COc1ccccc1CNC(=O)C1CCCC1	1	-6	3	-3	4.0	4	-3
Cc1ccc(CN2CC(=O)N3[C@H]4c5cc(C)ccc5OC[C@@H]4[C@H](c4ccccc4)[C@]3(C)C2=O)cc1	?	0	nt	0	1.3	-1	1
CCCN(CC1CCCO1)C(=O)c1cc(COc2cccc(OC)c2)on1 (stereo not given)	-3	-1	1	0	-3.6	12	2
C[C@H](CO)N1C[C@H](C)[C@H](CN(C)C(=O)CC2CC2)Oc2ncc(C#CC3(O)CCCC3)cc2C1=O	-3	-4	-2	-3[16.7 µM]	-0.8	1	0
CCCNC(=O)[C@@H]1[C@@H](CO)[C@@H]2Cn3c(cccc3=O)[C@@H]2N1Cc1ccccn1	5	6	2	2[16.7 µM]	-1.2	1	0
C[C@@H]1CN([C@H](C)CO)C(=O)c2cc(C#Cc3ccccc3F)cnc2O[C@@H]1CN(C)C	2	-2	-7	-5[16.7 µM]	0.7	-3	-2
COc1ccc(CNc2ccccn2)c(O)c1	6	2	0	-5	-5.4	3	-3
C=CCC[C@@H](Cc1ccc(F)cc1)C(=O)O[C@H](CNC(=O)[C@H](CC=C)CC(=O)N(CCO)Cc1ccccc1)c1ccccc1	-13	nt	nt	-8	1.4	-8	nt
O=C(CSc1nnnn1-c1cccc(O)c1)NC1CC1	-2	1	-2	nt	-0.1	3	15
C[C@H]1CN([C@@H](C)CO)S(=O)(=O)c2ccc(-c3ccc(F)cc3)cc2O[C@H]1CN(C)C(=O)Nc1ccccc1F	11	0	3	-1[16.7 µM]	2.8	-5	-2
Cc1csc2c(NC3CCN(Cc4ccccc4)CC3)ncnc12	-2	-8	-2	nt	-1.4	3	-3
N#Cc1cccc(CN2CCC(=O)N([C@H](CO)c3ccccc3)CC2)c1	1	-3	nt	-6	-1.1	16	nt
COc1cc(C(=O)Nn2cnnc2)ccc1OC(F)F	4	-3	-4	-8	-2.0	4	nt
COc1ccc([C@H]2/C=C\CN(S(C)(=O)=O)[C@@H](C)C(=O)N2Cc2ccc(F)cc2)cc1	-2	6	-8	0	1.8	6	-1
C[C@@H]1CCCCO[C@@H](CN(C)Cc2ccccc2)[C@H](C)CN([C@H](C)CO)C(=O)c2cc(NS(=O)(=O)c3ccc(Cl)cc3)ccc2O1	-18	-2	7	-12[16.7 µM]	-2.9	-7	-1
CCOC12CC(C)(C)CC(C)(CC3=C1C(=O)CC(C)(C)C3)C2 (stereo not given)	-4	-2	nt	nt	-0.6	0	-1
CCS(=O)(=O)c1nc(S(=O)(=O)c2ccc(Cl)cc2)c(NCc2ccccn2)s1	4	-2	-1	9	2.4	2	-3
O=C(CS(=O)(=O)c1ccccc1)Nc1nnc(-c2cccs2)o1	-14	0	2	-6	-1.5	-5	-2
COc1ccc2ccccc2c1/C=N/NC(=O)c1cccc(Br)c1	7	1	-3	nt	nt	5	-5

Compound profiles (already shown):
`C[C@H]1CN([C@@H](C)CO)S(=O)(=O)c2ccc(-c3ccc(F)cc3)cc2O[C@H]1CN(C)C(=O)Nc1ccccc1F` in the list: DENV2 CPE rescue = 11; ERAP1 inh = 0; SIRT5 block = 3; miR-122 sensor = -1[16.7 µM]; F508del corr = 2.8; ERp5 inh = -5; Casp6 inh = -2
`CCOC12CC(C)(C)CC(C)(CC3=C1C(=O)CC(C)(C)C3)C2` (stereo not given) in the list: DENV2 CPE rescue = -4; ERAP1 inh = -2; SIRT5 block = nt; miR-122 sensor = nt; F508del corr = -0.6; ERp5 inh = 0; Casp6 inh = -1

(next part)
SMILES	DENV2 CPE rescue	ERAP1 inh	SIRT5 block	miR-122 sensor	F508del corr	ERp5 inh	Casp6 inh
COc1cccc(CN2[C@@H](CO)[C@@H]3c4ccccc4N(C(=O)c4ccncc4)C[C@@H]32)c1	-2	-2	-5	12[16.7 µM]	-1.1	6	1
C[C@@H]1CN([C@@H](C)CO)S(=O)(=O)c2ccc(-c3ccccc3)cc2O[C@@H]1CN(C)S(=O)(=O)c1ccccc1F	8	-3	15	35[16.7 µM]	3.4	-1	2
COc1ccccc1CNC(=O)[C@H](C)NC(=O)C1CCN(C(=O)[C@@H]2CCCN2C(=O)OC(C)(C)C)CC1	-9	nt	nt	-3	-1.7	-1	-4
O=C(C1CCCCC1)N1CC(=O)N2[C@H](C1)[C@@H](c1ccc(C#CCc3ccccc3)cc1)[C@@H]2CO	-8	1	2	nt	-1.4	0	2
CCCCn1c(SCC(=O)NNC(=O)c2ccccc2)n[nH]c1=O	-1	2	2	-8	4.7	nt	-3
O=C(NCC[C@@H]1CC[C@@H](NC(=O)C2CCCCC2)[C@@H](CO)O1)c1ccc(F)cc1	-7	-4	-3	nt	-0.2	4	2
CCN(CC(=O)Nc1ccc(NC(C)=O)cc1)C(=O)c1ccc(=O)n(C)n1	-2	1	-4	-7	-2.2	1	-115
COc1ccc(-c2nnnn2C)cc1S(=O)(=O)Nc1ccc(C)cc1C	-7	1	8	11	1.7	2	0
CC1=CCCC(C)(C)C1/C=C/C(C)=N/NC(=O)c1ccncc1 (stereo not given)	3	3	-1	nt	0.6	-2	-1
CNC[C@@H]1Oc2ccc(NS(=O)(=O)c3ccccc3)cc2CC(=O)N([C@H](C)CO)C[C@H]1C	3	-3	-1	50[16.7 µM]	-0.6	8	1
C[C@@H]1CN([C@H](C)CO)C(=O)c2cc(NC(=O)Nc3ccccc3)ccc2O[C@H]1CN(C)Cc1ccc(Oc2ccccc2)cc1	-10	1	2	-1[16.7 µM]	-0.2	2	-1
O=C(Oc1cc(=O)n2ccccc2n1)c1ccccc1	-12	-2	0	-4	0.3	2	7
COc1ccc(NC(=O)Nc2ccc3c(c2)C(=O)N([C@@H](C)CO)C[C@@H](C)[C@H](CN(C)C(=O)Nc2ccc(OC)cc2)O3)cc1	8	0	-2	1[16.7 µM]	-1.0	-8	-2
CN(C)C(=O)C[C@@H]1CC[C@@H](NC(=O)NC2CCCC2)[C@@H](CO)O1	-3	-2	1	nt	-0.5	-2	3
COC(=O)c1c(NC(=O)C(=O)NCCCN2CCOCC2)sc2c1CCCC2	-3	1	2	-7	5.8	-3	-29
CCCNC(=O)C[C@H]1C[C@H]2c3cc(NC(=O)Nc4ccccc4F)ccc3O[C@H]2[C@H](CO)O1	-6	3	-2	12[16.7 µM]	-2.2	0	0
Cc1c(NP(=O)(c2ccc(Br)cc2)c2ccc(Br)cc2)c(=O)n(-c2ccccc2)n1C	-9	-1	-3	0	0.3	4	-1
Cn1cccc1C(=O)c1cccc([N+](=O)[O-])c1	1	-4	17*	-2	-2.7	?	1
CN(c1ccccc1)S(=O)(=O)c1cc(C(=O)N2CCN(c3ncccn3)CC2)ccc1Cl	1	1	1	nt	-2.9	1	4
CCOC(=O)[C@]12CCCC=C1N(Cc1ccc(Cl)cc1Cl)C(=O)[C@H](CC(=O)NCCCOC)C2	4	nt	nt	nt	-2.4	5	-2
FC(F)(F)c1cccc(Cc2noc(CN3C[C@@H]4CCC[C@H]3C4)n2)c1	-2	2	-2	nt	-1.0	7	0
C[C@@H]1CN([C@@H](C)CO)C(=O)Cc2cc(N(C)C)ccc2O[C@@H]1CN(C)C(=O)Nc1ccccc1	2	-1	0	3[16.7 µM]	3.9	3	-2
O=C(NCCNc1ccc([N+](=O)[O-])cc1Cl)c1ccccc1F	0	1	4	-5	-17	1	-2
CCC1COCCS(=O)(=O)N1Cc1ccccc1F (stereo not given)	nt	-2	-1	nt	-3.7	-4	-7
COC(=O)C1=C(C)N(C)C(=S)NC1c1cc(OC)ccc1OC (stereo not given)	?	-1	3	nt	3.3	-4	0
CC(C)NC(=O)c1onc(CSc2ccccn2)c1C(=O)NC(C)C	-10	0	-3	-8	-4.7	0	-5
O=S1(=O)C=C(Sc2ccc(Cl)cc2)c2ccccc2C1Cc1ccc(F)cc1 (stereo not given)	2	nt	nt	nt	0.7	-3	-1
C[C@H]1CN([C@@H](C)CO)C(=O)c2cc(C#CCN(C)C)cnc2O[C@H]1CN(C)C(=O)CCN1CCCCC1	-8	6	3	-3[16.7 µM]	nt	-2	2
CCCOc1ccc(C(=O)NC(=S)N2CCN(c3ncc4c(=O)c(C(=O)O)cn(CC)c4n3)CC2)cc1	11	2	-5	-6	-0.4	4	2
C[C@@H]1CN([C@@H](C)CO)C(=O)c2cccc(NC(=O)Nc3ccc(F)cc3)c2O[C@H]1CN(C)C(=O)NC1CCCCC1	-6	2	-3	-1[16.7 µM]	-2.3	2	0
CCOc1ccc(Nc2nc3ccccc3n3cnnc23)cc1	2	nt	-4	7	2.5	-2	-2
Brc1ccc(OCc2nnc3n2CCC3)cc1	-2	0	0	nt	1.3	-1	-3
CCc1ccc(-c2cc3c(=O)n(CC(=O)N4CCCCCC4)nc(C)n3n2)cc1	-6	4	-2	-3	-0.1	-1	5
COCc1[nH]nc2c1C(c1ccccc1)N(Cc1ccccc1)C2=O (stereo not given)	-3	4	1	nt	2.5	-1	1
Cc1ccc(C(=O)c2nccn2C)cc1C	-4	1	-1	-6	-1.9	-2	-2
CC(=O)N1CCC(N(CCN2CCOCC2)C(=S)Nc2cccc(C)c2)CC1	nt	0	2	nt	nt	3	5
CN1C(=O)/C(=C\c2ccc(N(C)C)cc2)OC1=S	-3	-3	-4	nt	nt	4	25
O=C(c1ccc(Cl)c(S(=O)(=O)N2CCOCC2)c1)N(Cc1nnc(-c2ccccc2Cl)o1)C1CC1	-4	0	-1	-16	-1.4	-3	-161
COc1ccc(-c2ccccc2)cc1NC(=O)c1cccs1	49*	-1	16*	9	nt	3	7
S=C(Nc1ccc(Cl)cc1Cl)NC1CCN(Cc2ccccc2)CC1	-2	-15	-3	nt	nt	-4	-10
C[C@@H]1CN([C@H](C)CO)C(=O)c2cc(C3=CCCCC3)cnc2O[C@H]1CN(C)C(=O)c1ccc2c(c1)OCO2	54*	-2	7	2[16.7 µM]	0.2	0	1
C[C@]12c3[nH]c4ccc(Cl)cc4c3CCN1C(=O)[C@@H](CC(=O)NCCc1ccccn1)C[C@@H]2C(=O)N1CCCCC1	-4	-1	2	-1	-3.7	1	-2

High-throughput results as filed in PubChem BioAssay.
